Assay outcomes deposited in PubChem BioAssay by several laboratories.
HPDE-C7 cytotoxicity – HPDE-C7 pancreatic duct cell viability loss – fluorescence, HTS (AID 430) | one-dose cytotoxicity, % at 10 µM; EC50 in µM for titrated hits | HPDE-C7 pancreatic duct cells viability, fluorescence; higher % means a stronger effect | 1.8% of 63,000 active;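 note: cells exposed to compound for 48 hours before viability readout; 0% = vehicle and 100% = reference cytotoxic drug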
LYP inhibition – LYP phosphatase inhibitors, primary screen, biochemical, DiFMUP fluorescence, recombinant catalytic domain, 10 µM (AID 606); recombinant LYP catalytic domain, DiFMUP fluorescence; higher % means a stronger effect; inhibition, % at 10 µM, or IC50 in µM where a hit was titrated; 52,000 tested, under 10 active;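 active = IC50 under 40 µM in the dose-response test; inactive = IC50 of 40 µM or more, or never dose-tested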
Spn DPM-DC inh – blocks S. pneumoniae diphosphomevalonate decarboxylase; purified DPM-DC, PK/LDH coupled NADH fluorescence; 0.49% of 65,000 active; calls only at 10 µM;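 active = the 320 compounds with the highest percent inhibition in the single-dose primary screen, excluding strongly autofluorescent ones, cut at about 32% in these data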;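 note: kinetic rate of NADH fluorescence loss reporting ADP formed by the decarboxylase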
Spn MK inh – blocks S. pneumoniae mevalonate kinase. purified MK, PK/LDH-coupled NADH absorbance 340 nm. inhibition, % at 10 µM. 0.48% of 65,000 active. AID 555;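 active = ranked among the strongest by inhibition in the single 10 µM screen, a fixed top-ranked set picked for dose follow-up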; note: no value below 0 was filed
Spn PMK inh – blocks S. pneumoniae phosphomevalonate kinase; purified PMK, PK/LDH-coupled NADH absorbance 340 nm; inhibition, % at 10 µM; 0.49% of 65,000 active; AID 539;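 active = top-ranked compounds by inhibition in the single 10 µM screen, taking a fixed number of the strongest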;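 note: 0% = full reaction with DMSO carrier and 100% = background rate without enzyme reaction; no value below 0 was filed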
HPDE-C7K KRASV12 – cytotoxicity in KRAS-transformed pancreatic duct cells, primary screen, cell-based, fluorescence, HTS (AID 431). HPDE-C7K KRASV12 cells, Alamar Blue viability, 48 h; higher % means a stronger effect. cytotoxicity, % at 10 µM, or EC50 in µM where a hit was titrated. 1.7% of 63,000 active;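 active = compounds whose percent cytotoxicity in the single-dose primary screen, scaled between solvent and toxic-drug controls, exceeds 50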;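 note: 0% = DMSO solvent wells and 100% = doxorubicin-treated wells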
HT1080 cytotoxicity – cytotoxicity in HT1080 fibrosarcoma cells, cell-based, fluorescence readout (AID 620) | HT1080 viability, fluorescence; higher % means a stronger effect | one-dose cytotoxicity, % at 10 µM; EC50 in µM for titrated hits | 0.42% of 87,000 active;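 note: cells exposed to compound overnight then 4 h with Alamar Blue; 0% = vehicle DMSO and 100% = killing control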
Bfl-1 inhibitors – displacement of Bid BH3 peptide from Bfl-1 – biochemical, fluorescence polarization, FITC-Bid, mouse, primary screen (AID 432) | displacement, % at 20 µM; hits with a dose series show IC50 in µM | FITC-Bid BH3 peptide fluorescence polarization displacement; higher % means a stronger effect | 0.02% of 64,000 active; in the data active = a potency from the dose series; inactive = the rest, 99 in 100 with displacement below about 15%; note: strong numbers were not always called active
TNAP inhibition – inhibition of tissue-nonspecific alkaline phosphatase – biochemical, luminescent (AID 518). purified TNAP enzyme, luminescent substrate readout; higher % means a stronger effect. one-dose inhibition, % at 20 µM; IC50 in µM for titrated hits. 0.09% of 64,000 active; in the data active = a potency from the dose series; inactive = the rest, 99 in 100 with inhibition below about 22%;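 note: plate controls were vehicle for no effect and reference inhibitor for full effect; many of its hits are not listed in these tables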
Spn PMK inh pilot replicates – second read-out of Spn PMK inh, no call of its own (marks repeat the call); inhibition, %; measured here: pilot screen replicates
Spn MK inh pilot replicates – also measured in Spn MK inh; calls as there; inhibition, %; measured here: pilot screen replicates
Spn DPM-DC inh pilot screen % – recorded beside Spn DPM-DC inh, whose call it bears; inhibition, %; measured here: pilot screen trials
The depositor's hits bear a star. Cut-off read from the data, not from the text of the source, unless noted: active = cytotoxicity above about 50%; inactive = the rest.

For COC(=O)C1C(=O)C2=C(CC1C)NC(C)=C(C(=O)OC(C)C)C2c1ccc(OC)c(O)c1 (stereo not drawn) the results were HPDE-C7 cytotoxicity -1%, LYP inhibition 9%, Spn DPM-DC inh inactive, Spn MK inh 12, Spn PMK inh 5, HPDE-C7K KRASV12 2%, HT1080 cytotoxicity -8%, Bfl-1 inhibitors 7% and TNAP inhibition 13%.
For COc1ccc(CCNC(=O)CCN2C(=O)C(C)Oc3ccc(C)cc32)cc1OC (stereo not drawn) the results were HPDE-C7 cytotoxicity -12%, Spn DPM-DC inh inactive, Spn MK inh 16, Spn PMK inh 11, HPDE-C7K KRASV12 -15%, HT1080 cytotoxicity 9%, Bfl-1 inhibitors -2% and TNAP inhibition 4%.
Fc1cccc(CSc2nc3ccncc3[nH]2)c1 was read as HPDE-C7 cytotoxicity 2%, Spn DPM-DC inh inactive, Spn MK inh 9, Spn PMK inh 0, HPDE-C7K KRASV12 10%, HT1080 cytotoxicity 8%, Bfl-1 inhibitors 0% and TNAP inhibition 5%.
Screening Cc1ccc(S(=O)(=O)c2cc3c(=O)n4ccccc4nc3n(Cc3ccco3)c2=N)cc1 returned HPDE-C7 cytotoxicity 22%, LYP inhibition -2%, Spn MK inh 15, Spn PMK inh 5, HPDE-C7K KRASV12 30%, HT1080 cytotoxicity -3%, Bfl-1 inhibitors 3% and TNAP inhibition 18%.
Cc1cccc(-n2ncc3c(N(C)Cc4ccccc4)ncnc32)c1 was read as HPDE-C7 cytotoxicity -9%, LYP inhibition 5%, Spn DPM-DC inh inactive, Spn MK inh 3, Spn PMK inh 0, HPDE-C7K KRASV12 1%, HT1080 cytotoxicity -5%, Bfl-1 inhibitors -6% and TNAP inhibition 9%.
CCOC(=O)/C=C(\C)Nc1cc(C)nn1-c1ccccc1 was read as HPDE-C7 cytotoxicity -15%, LYP inhibition 4%, Spn DPM-DC inh inactive, Spn MK inh 11, Spn PMK inh 0, HPDE-C7K KRASV12 -16%, HT1080 cytotoxicity 2%, Bfl-1 inhibitors 1% and TNAP inhibition 6%.
Screening O=C(CNS(=O)(=O)c1ccccc1)NCc1ccccn1 returned HPDE-C7 cytotoxicity 6%, LYP inhibition -4%, Spn DPM-DC inh inactive, Spn MK inh 0, Spn PMK inh 0, HPDE-C7K KRASV12 0%, HT1080 cytotoxicity 4%, Bfl-1 inhibitors -6%, TNAP inhibition 4%, Spn PMK inh pilot replicates 4.0, Spn MK inh pilot replicates 3.0 and Spn DPM-DC inh pilot screen % 2.0.
For CCOC1=NC(C(=O)O)c2ccccc2/C(=C(/C)Cl)N1 (stereo not drawn) the results were HPDE-C7 cytotoxicity 1%, Spn DPM-DC inh inactive, Spn MK inh 0, Spn PMK inh 13, HPDE-C7K KRASV12 -6%, HT1080 cytotoxicity 10%, Bfl-1 inhibitors -4% and TNAP inhibition -3%.
CCc1ccc2c(CN3CCN(S(=O)(=O)c4ccc5c(c4)OCCO5)CC3)cc(=O)oc2c1 was read as HPDE-C7 cytotoxicity -7%, LYP inhibition 7%, Spn DPM-DC inh inactive, Spn MK inh 2, Spn PMK inh 13, HPDE-C7K KRASV12 1%, HT1080 cytotoxicity -3%, Bfl-1 inhibitors -4% and TNAP inhibition -7%.
For Cc1cc(=O)oc(C)c1C(=O)NCCN1CCOCC1 the results were HPDE-C7 cytotoxicity 0%, Spn DPM-DC inh inactive, Spn MK inh 0, Spn PMK inh 4, HPDE-C7K KRASV12 -4%, HT1080 cytotoxicity -1%, Bfl-1 inhibitors -2% and TNAP inhibition 10%.
COc1ccccc1NC(=O)N1CCCC1C(=O)NCc1ccc(F)cc1 (stereo not drawn) was read as HPDE-C7 cytotoxicity -4%, LYP inhibition -2%, Spn DPM-DC inh inactive, Spn MK inh 1, Spn PMK inh 10, HPDE-C7K KRASV12 -10%, HT1080 cytotoxicity 6%, Bfl-1 inhibitors -8% and TNAP inhibition 13%.
Screening COc1ccc(-c2cc(C(F)(F)F)nc(N3CCCCCC3)n2)cc1 returned HPDE-C7 cytotoxicity 25%, LYP inhibition 7%, Spn DPM-DC inh inactive, Spn MK inh 8, Spn PMK inh 0, HPDE-C7K KRASV12 6%, HT1080 cytotoxicity -14%, Bfl-1 inhibitors -4% and TNAP inhibition 8%.
Screening O=C(Nc1cccnc1)c1ccccc1F returned HPDE-C7 cytotoxicity 3%, Spn DPM-DC inh inactive, Spn MK inh 6, Spn PMK inh 5, HPDE-C7K KRASV12 5%, HT1080 cytotoxicity -1%, Bfl-1 inhibitors -4% and TNAP inhibition 2%.
`CC(=O)c1ccc(OCC(=O)NC2CCS(=O)(=O)C2)cc1` (stereo not drawn) gave HPDE-C7 cytotoxicity -8%, LYP inhibition 5%, Spn DPM-DC inh inactive, Spn MK inh 5, Spn PMK inh 19, HPDE-C7K KRASV12 -3%, HT1080 cytotoxicity 0%, Bfl-1 inhibitors -10% and TNAP inhibition 8%.
For C=CCn1c(SCC(=O)NC(=O)NCc2ccco2)nc2sc(C)c(C)c2c1=O the results were HPDE-C7 cytotoxicity 0%, LYP inhibition 18%, Spn DPM-DC inh inactive, Spn MK inh 0, Spn PMK inh 12, HPDE-C7K KRASV12 5%, HT1080 cytotoxicity -2%, Bfl-1 inhibitors 1% and TNAP inhibition 8%.
`Cc1ccc(-c2noc(CCC(=O)N3CCCC3)n2)cc1` gave HPDE-C7 cytotoxicity -19%, Spn DPM-DC inh inactive, Spn MK inh 0, Spn PMK inh 9, HPDE-C7K KRASV12 -7%, HT1080 cytotoxicity -8%, Bfl-1 inhibitors -2% and TNAP inhibition 6%.
Screening CCOCc1nnc(NC(=O)c2ccco2)s1 returned HPDE-C7 cytotoxicity 10%, LYP inhibition -1%, Spn DPM-DC inh inactive, Spn MK inh 17, Spn PMK inh 3, HPDE-C7K KRASV12 10%, HT1080 cytotoxicity 1%, Bfl-1 inhibitors -1% and TNAP inhibition 8%.
CC1=C(C(=O)OC(C)C)C(C)NC(=O)N1 (stereo not drawn) was read as HPDE-C7 cytotoxicity 4%, LYP inhibition 1%, Spn DPM-DC inh inactive, Spn MK inh 10, Spn PMK inh 9, HPDE-C7K KRASV12 10%, HT1080 cytotoxicity 30%, Bfl-1 inhibitors -1% and TNAP inhibition 7%.
`CCCCCOC(=O)NCCOC(=O)Nc1ccc(C(=O)OCC)cc1` gave HPDE-C7 cytotoxicity -10%, Spn DPM-DC inh inactive, Spn MK inh 12, Spn PMK inh 10, HPDE-C7K KRASV12 -8%, HT1080 cytotoxicity -15%, Bfl-1 inhibitors 0% and TNAP inhibition 11%.
CC(C)(C)c1ccc(-c2nnc(SCC(=O)O)n2N)cc1 was read as HPDE-C7 cytotoxicity -2%, LYP inhibition 4%, Spn DPM-DC inh inactive, Spn MK inh 13, Spn PMK inh 2, HPDE-C7K KRASV12 -7%, HT1080 cytotoxicity -4%, Bfl-1 inhibitors -3% and TNAP inhibition 11%.
CCOC(=O)c1c(C)n(C)c2ccc(O)c(CN3CCCCC3)c12 was read as HPDE-C7 cytotoxicity 20%, Spn DPM-DC inh inactive, Spn MK inh 0, Spn PMK inh 0, HPDE-C7K KRASV12 32%, HT1080 cytotoxicity -8%, Bfl-1 inhibitors 4% and TNAP inhibition -12%.
Cc1ccnc(NC(=O)COc2ccc3oc4c(c3c2)CCCC4)c1 was read as Spn DPM-DC inh inactive, Spn MK inh 2, Spn PMK inh 2 and HT1080 cytotoxicity 0%.
`CC1(C)CC(=O)C2=C(C1)Oc1ncn(Cc3ccco3)c(=N)c1C2c1ccccc1` (stereo not drawn) gave HPDE-C7 cytotoxicity 4%, Spn DPM-DC inh inactive, Spn MK inh 5, Spn PMK inh 5, HPDE-C7K KRASV12 11%, HT1080 cytotoxicity 1%, Bfl-1 inhibitors -5% and TNAP inhibition 1%.
For O=C1c2ccccc2C(=O)N1Cc1nc(-c2cccnc2)no1 the results were HPDE-C7 cytotoxicity 4%, LYP inhibition 14%, Spn DPM-DC inh inactive, Spn MK inh 14, Spn PMK inh 9, HPDE-C7K KRASV12 4%, HT1080 cytotoxicity -1%, Bfl-1 inhibitors -1% and TNAP inhibition 6%.

Reprinted at random: 2 records from the list.
Screening O=C(Nc1cccnc1)c1ccccc1F returned HPDE-C7 cytotoxicity 3%, Spn DPM-DC inh inactive, Spn MK inh 6, Spn PMK inh 5, HPDE-C7K KRASV12 5%, HT1080 cytotoxicity -1%, Bfl-1 inhibitors -4% and TNAP inhibition 2%.
For O=C1c2ccccc2C(=O)N1Cc1nc(-c2cccnc2)no1 the results were HPDE-C7 cytotoxicity 4%, LYP inhibition 14%, Spn DPM-DC inh inactive, Spn MK inh 14, Spn PMK inh 9, HPDE-C7K KRASV12 4%, HT1080 cytotoxicity -1%, Bfl-1 inhibitors -1% and TNAP inhibition 6%.

(list continues)
O=C(OCC(=O)c1ccccc1Br)c1ccccn1 was read as HPDE-C7 cytotoxicity -5%, LYP inhibition 7%, Spn DPM-DC inh inactive, Spn MK inh 4, Spn PMK inh 15, HPDE-C7K KRASV12 -4%, HT1080 cytotoxicity 0%, Bfl-1 inhibitors -5%, TNAP inhibition 20%, Spn PMK inh pilot replicates 3.0, Spn MK inh pilot replicates 1.5 and Spn DPM-DC inh pilot screen % 4.0.
Screening O=C(NCCCN1CCCCCC1)c1ccc2c(c1)NC(=O)C(N1CCOCC1)S2 (stereo not drawn) returned HPDE-C7 cytotoxicity -17%, LYP inhibition 6%, Spn DPM-DC inh inactive, Spn MK inh 8, Spn PMK inh 13, HPDE-C7K KRASV12 -17%, HT1080 cytotoxicity 0%, Bfl-1 inhibitors -7% and TNAP inhibition 1%.
`Nn1c(SCC(=O)N2CCCc3ccccc32)nnc1-c1ccccc1` gave HPDE-C7 cytotoxicity -12%, LYP inhibition 5%, Spn DPM-DC inh inactive, Spn MK inh 10, Spn PMK inh 0, HPDE-C7K KRASV12 -14%, HT1080 cytotoxicity 7%, Bfl-1 inhibitors -7% and TNAP inhibition -1%.
For CN(C)C(CNC(=O)c1cccc(S(=O)(=O)N2CC3(C)CC2CC(C)(C)C3)c1)c1ccco1 (stereo not drawn) the results were HPDE-C7 cytotoxicity -9%, LYP inhibition 16%, Spn DPM-DC inh inactive, Spn MK inh 0, Spn PMK inh 11, HPDE-C7K KRASV12 -12%, HT1080 cytotoxicity -11%, Bfl-1 inhibitors 2% and TNAP inhibition 7%.
CC1=C(C#N)C(=O)NC(C)(C)C1 was read as HPDE-C7 cytotoxicity -24%, LYP inhibition -2%, Spn DPM-DC inh inactive, Spn MK inh 2, Spn PMK inh 8, HPDE-C7K KRASV12 -4%, HT1080 cytotoxicity 3%, Bfl-1 inhibitors -4%, TNAP inhibition 6%, Spn PMK inh pilot replicates 6.5, Spn MK inh pilot replicates 0.5 and Spn DPM-DC inh pilot screen % 0.0.
